PMI activator – activators of human PMI, primary screen, biochemical, fluorescence intensity, near-Km mannose 6-phosphate; Mannose-6-phosphate isomerase (Homo sapiens), P34949; purified human PMI, coupled resazurin fluorescence, 20 min; hits give high values; 1 = vehicle control, 0 substrate-free wells; activation factor at 20 µM; hit rate 0.005% among 190,000;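 active = activation factor of 2 or more at 20 µM, relative to plate controls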
Target sequence (P34949 whole entry, looked up): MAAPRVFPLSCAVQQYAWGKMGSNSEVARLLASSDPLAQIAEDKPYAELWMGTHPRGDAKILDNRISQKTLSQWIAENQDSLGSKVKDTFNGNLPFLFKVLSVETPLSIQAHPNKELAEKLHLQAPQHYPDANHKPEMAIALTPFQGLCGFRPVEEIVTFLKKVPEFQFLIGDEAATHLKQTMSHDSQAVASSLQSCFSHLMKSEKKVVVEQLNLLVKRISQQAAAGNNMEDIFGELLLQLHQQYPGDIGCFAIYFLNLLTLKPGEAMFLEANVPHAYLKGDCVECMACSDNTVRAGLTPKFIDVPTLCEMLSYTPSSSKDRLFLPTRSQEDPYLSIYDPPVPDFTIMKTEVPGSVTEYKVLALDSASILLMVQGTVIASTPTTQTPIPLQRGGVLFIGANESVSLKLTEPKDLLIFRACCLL
Diaphorase act – compounds boosting diaphorase resazurin reduction – biochemical, uHTS, resorufin fluorescence, counter-screen for diaphorase-coupled primary assays, primary screen | Diaphorase/resazurin coupled assay, 16 min; hits give high values; 1 = vehicle wells, 0 = NADH-free wells | activation factor at 20 µM | hit rate 0.005% among 190,000;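 active = diaphorase activity raised at least twofold by the compound at 20 µM; inactive = activation factor below 2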
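test system = bacterial diaphorase enzyme (C. kluyveri) | quantity = enzyme 0.07 U/mL final | reagent = NADH substrate 0.114 mM plus resazurin dye 0.1 mM, final | incubation = 16 min enzyme reaction, ambient temperature | buffer or medium = HEPES pH 7.4 buffer with MgCl2 and Tween 20 | signal = fluorescence of resorufin, 544 nm excitation, 590 nm emission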
TNAP act hiacc – TNAP activators at high phosphate acceptor level, primary screen, biochemical, luminescence, uHTS. AID 1136, 2008. purified TNAP, CDP-star luminescence, 1 M DEA, 30 min; hits give high values; 0 = EDTA background, 1 = DMSO-only activity. 200,000 tested, under 10 active. activation factor at 20 µM. Alkaline phosphatase, tissue-nonspecific isozyme (Homo sapiens), P05186;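 active = activation factor at least 2 at 20 µM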
Target sequence (P05186 whole entry, looked up): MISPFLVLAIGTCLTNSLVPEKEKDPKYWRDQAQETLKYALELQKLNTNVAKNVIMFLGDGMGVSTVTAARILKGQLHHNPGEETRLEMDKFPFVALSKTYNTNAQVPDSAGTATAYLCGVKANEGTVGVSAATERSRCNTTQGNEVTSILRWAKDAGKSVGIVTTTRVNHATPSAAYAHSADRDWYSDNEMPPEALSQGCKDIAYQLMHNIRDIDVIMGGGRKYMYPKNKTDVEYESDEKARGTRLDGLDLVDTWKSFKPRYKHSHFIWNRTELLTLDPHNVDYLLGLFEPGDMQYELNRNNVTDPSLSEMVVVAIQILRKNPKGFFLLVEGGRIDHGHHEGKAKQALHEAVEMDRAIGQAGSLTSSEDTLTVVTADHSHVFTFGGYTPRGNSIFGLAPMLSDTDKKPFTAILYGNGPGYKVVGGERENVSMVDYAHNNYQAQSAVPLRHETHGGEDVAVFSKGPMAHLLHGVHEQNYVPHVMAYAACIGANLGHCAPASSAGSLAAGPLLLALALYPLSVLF
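Measured by: Luminescent substrate turnover signal | Test system: Human TNAP | Input: TNAP 1/800 final | Dosing: 20 µM single point | Schedule: 30 min, room temperature | Controls: EDTA wells as negative control, DMSO wells as positive control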
Diaph inh CS – diaphorase inhibitors and chemical oxidizers, primary screen, counter-screen for diaphorase-coupled primary assays, biochemical, uHTS, resorufin fluorescence | inhibition, % at 20 µM | hit rate 0.69% among 190,000 | diaphorase resazurin-to-resorufin fluorescence, NADH, 16 min; bacterial (C. kluyveri) enzyme, not human;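 active = primary screen inhibition at 20 µM above a set limit, cut at about 50% in these data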;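 also: plate controls were DMSO with full reaction for no effect and wells lacking NADH for full effect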
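System: Diaphorase enzyme from Clostridium kluyveri | Amount: Enzyme working solution with 0.14 U/mL diaphorase | Benchmarks: No-NADH positive control and DMSO neutral control | Signal: Fluorescence of resorufin formed from resazurin, Ex 544/Em 590 nm | Schedule: 16-min room-temperature incubation before reading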
TNAP inh no acc – human TNAP enzyme inhibitors, primary screen, biochemical, luminescent, no phosphate acceptor, uHTS; hit rate 0.26% among 200,000; inhibition, % at 20 µM; purified TNAP, CDP-star luminescence, 30 min; AID 1012, 2008; Alkaline phosphatase, tissue-nonspecific isozyme (Homo sapiens), P05186;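 active = tissue-nonspecific alkaline phosphatase inhibition above about 50% at 20 µM in the single-dose screen, limit read from the data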;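 also: 0% = DMSO negative control and 100% = EDTA positive control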
HMGR II inh – inhibitors of E. faecalis class II HMGR, primary screen, biochemical, Enterococcus faecalis. inhibition, % at 10 µM. HMG-CoA reductase (Enterococcus faecalis, mvaE). AID 1066, 2008. hit rate 0.41% among 190,000. purified E. faecalis HMGR, NADPH absorbance 340 nm kinetic;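 active = inhibition above a set limit, the median over all tested compounds plus 3 SD, cut at about 9.5% in these data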;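 also: enzyme runs in reverse so mevalonate oxidation gives rising NADPH absorbance; 0% = complete reaction with DMSO and 100% = background rate lacking mevalonate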
TNAP inh hi DEA – human TNAP enzyme inhibitors, primary screen, biochemical, luminescent, high phosphate acceptor level, uHTS; Alkaline phosphatase, tissue-nonspecific isozyme (Homo sapiens), P05186; hit rate 0.03% among 200,000; inhibition, % at 20 µM; purified TNAP, CDP-star luminescence, 1 M DEA;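 active = over 50% inhibition of tissue-nonspecific alkaline phosphatase at 20 µM in the single-dose screen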;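 also: plate controls were DMSO wells for no effect and EDTA-quenched wells as full inhibition for full effect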
G6PDH counter – L. mesenteroides G6PDH inhibitors, counter-screen for G6PDH-coupled screening assays, biochemical, Leuconostoc mesenteroides enzyme. hit rate 0.12% among 200,000. inhibition, % at 5 µM. AID 1020, 2008. Purified L. mesenteroides G6PDH, diaphorase/resazurin coupled fluorescence, 45 min; in the data active = inhibition above about 50%
FLuc stim CS – FLuc activators, initial screening, artefact control for FLuc-dependent activation tests, biochemical, ATPlite luminescence; Luciferin 4-monooxygenase (Photinus pyralis), P08659; ATPlite luciferase biochemical, 10 min; 0 = ATP-free wells, 1 = DMSO control; activation factor at 10 µM; 200,000 tested, under 10 active; AID 1027, 2008;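 active = luciferase activation factor, scaled between plate controls, of at least 2 with compound at 10 µM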
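System: Luciferase/luciferin detection reagent, cell-free biochemical luciferase assay | Medium: PBS buffer for ATP | Dosing: Test compounds dosed from 2 mM stocks in 100% DMSO | Timing: 10 min at ambient temperature | Signal: Luminescence measurement of luciferase light output | Evaluation: Luciferase activation, seen as luminescence increase over controls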
PMI act hi M6P – human PMI activators, high substrate, primary screen, biochemical, fluorescence intensity, near-saturating mannose 6-phosphate; coupled PMI enzyme assay, resazurin fluorescence, 20 min; hits give high values; 1 = untreated enzyme, 0 = substrate-free blank; AID 1216, 2008; Mannose-6-phosphate isomerase (Homo sapiens), P34949; activation factor at 20 µM; hit rate 0.34% among 190,000;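 active = activation factor of 2 or more at 20 µM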
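Test system: Human PMI in coupled enzyme assay | Input: 15 ng/mL PMI | Medium: HEPES-buffered pH 7.4 with magnesium and detergent | Compound: One concentration, 20 µM, in 1% DMSO | Incubation: Enzyme reaction with compound 20 min at room temperature | Detection: Diaphorase-driven resazurin-to-resorufin fluorescence, excitation 544, emission 590 nm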
The depositor's hits bear a star.

SMILES	PMI activator	Diaphorase act	TNAP act hiacc	Diaph inh CS	TNAP inh no acc	HMGR II inh	TNAP inh hi DEA	G6PDH counter	FLuc stim CS	PMI act hi M6P
CCN(CC)CCN(C(=O)c1ccc(N2C(=O)CCC2=O)cc1)c1nc2cc3c(cc2s1)OCO3	1.2	1.1	1	-8.5	-4.1	-0.3	-2.1	0.8	1	1.1
O=C(CCCc1nc(-c2ccccc2Cl)no1)NCc1cccnc1	1	0.9	1.1	11.7	-14.1	-1.6	-9.4	-6.8	1.1	1
O=C(c1cc(-c2ccc(F)cc2)on1)N1CCCc2ccccc21	1	0.9	1.1	14.3	-8.0	-0.5	-5.8	4.5	0.7	1
O=C(Nc1ccc2oc(-c3cccnc3)nc2c1)c1cccnc1	1	0.8	1	17.5	-11.7	-4.7	-3.5	8.0	1	0.8
COC(=O)c1sccc1NC(=O)COc1ccc(Cl)cc1	0.8	0.9	1	14.3	-6.9	0.2	-3.3	10.3	1	0.9
CC(c1nc2ccccc2c(=O)[nH]1)N1CCOCC1 (stereo not drawn)	0.9	0.9	1	7.6	-0.2	2.0	1.3	16.5	1	0.9
Cc1cccc(N2CC(C)Cn3c2nc2c3c(=O)n(CC(=O)OCc3ccccc3)c(=O)n2C)c1 (stereo not drawn)	1.1	0.8	1	17.5	-5.2	2.4	0.6	-0.1	1	0.9
CCO[C@@H]1OC(C(=O)NC2CC2)=C[C@H](c2ccc(C(F)(F)F)cc2)[C@H]1CCCO	1	1	1	0.4	-8.5	-2.9	-2.0	8.5	1	1
CCOc1cc2c(C#N)c(N3CCOCC3)nc(N)c2c(N)n1	0.3	0.4	1	64.1*	-14.9	-0.9	-2.8	17.5	1.1	0.3
O=C(NC(=S)N1CCCc2ccccc21)c1ccc([N+](=O)[O-])cc1	1.2	0.9	1	7.6	-5.8	-2.4	-3.6	-6.5	1	1.7
Nc1nnc(-c2ccccc2Cl)s1	1.1	0.9	1.1	8.6	-11.5	-4.9	-5.3	-1.9	1	1.1
Cc1cc(C)nc(NC(=O)c2c(-c3ccccc3Cl)noc2C)n1	0.9	0.8	1.1	22.7	-14.2	-11.3	-6.1	-3.8	1	0.8
CS(=O)(=O)N(CC(=O)N1CCC(C(N)=O)CC1)c1ccc(Cl)c(C(F)(F)F)c1	1	0.9	1	7.3	-22.8	-12.6	-4.5	-3.4	1	1
Cc1ccc(/C=C/C(=O)c2ccccc(=O)c2O)c(C)c1	1.1	0.7	0.9	27.7	4.3	-5.8	5.5	-5.2	0.7	1.2
O=C(NNC1=C(C(=O)C(F)(F)F)CCC1)c1ccncc1	1.2	0.9	1.1	10.3	-6.9	0.0	-5.9	16.8	1	1.1
O=C(/C=C/c1ccc2c(c1)OCO2)NCc1ccc(F)cc1	1	0.9	1	9.5	-2.6	1.4	1.6	0.1	1	1
CSCc1nc2scc(-c3ccccc3)c2c(=O)[nH]1	1.3	1	1	0.0	-10.0	-9.6	-2.2	11.1	1.1	1.2
CC(=O)c1ccc(N2CCN(C(=O)c3cc4c(-c5ccccc5F)nn(C)c4s3)CC2)cc1	0.8	0.6	1.1	42.7	-8.3	-4.4	-7.5	7.0	1.1	0.9
Cc1ccccc1-c1cc(-c2ccccc2O)n[nH]1	0.9	0.8	1	20.4	-9.1	-1.2	0.2	6.9	0.9	0.9
O=C(C1=NN[C@@H]2C(=O)N(c3ccccc3C(F)(F)F)C(=O)[C@H]12)C(c1ccccc1)c1ccccc1	0.8	0.8	1	24.9	-23.0	-2.5	0.9	-10.9	1	0.7

Only TNAP inh no acc and TNAP act hiacc, for three of the compounds above:
| compound | TNAP inh no acc | TNAP act hiacc |
| --- | --- | --- |
| CSCc1nc2scc(-c3ccccc3)c2c(=O)[nH]1 | -10.0 | 1 |
| CC(=O)c1ccc(N2CCN(C(=O)c3cc4c(-c5ccccc5F)nn(C)c4s3)CC2)cc1 | -8.3 | 1.1 |
| Cc1ccccc1-c1cc(-c2ccccc2O)n[nH]1 | -9.1 | 1 |

Following part.
SMILES	PMI activator	Diaphorase act	TNAP act hiacc	Diaph inh CS	TNAP inh no acc	HMGR II inh	TNAP inh hi DEA	G6PDH counter	FLuc stim CS	PMI act hi M6P
CSc1nc(N)c2c(n1)OC(N)=C(C#N)C2c1cccnc1 (stereo not drawn)	0.9	0.9	1	12.8	-6.3	-0.2	1.6	6.3	1	0.9
CSc1nn2cc(CCN3CCOCC3)c(-c3ccc(F)cc3)nc2c1C#N	0.9	0.9	1	12.2	-2.0	3.9	-0.2	9.5	1	1
CC(C)c1cc(C(=O)N2CCCC(CCC(=O)NCc3ccccc3F)C2)n(C)n1 (stereo not drawn)	1	1	1	3.7	-4.5	-2.6	-2.7	7.7	1	1
O=C(CCCN=C1NS(=O)(=O)c2ccccc21)OCc1cc([N+](=O)[O-])cc2c1OCOC2	0.9	0.8	1.1	22.4	-9.1	-6.1	-6.0	2.9	1.1	0.9
Cc1nn(C)cc1S(=O)(=O)N1CCN(Cc2ccccc2Cl)CC1	0.9	0.8	1.1	16.7	-8.7	8.9	-5.0	2.5	1	0.9
Cc1ccc(N2CC(C(=O)Nc3nnc(C)s3)CC2=O)cc1 (stereo not drawn)	0.9	0.9	1	13.8	-5.4	-1.2	2.5	-14.5	1	0.9
CN1CCNC(=O)C1CC(=O)N1CC=C(c2ccc(F)cc2)CC1 (stereo not drawn)	0.8	0.9	1	12.0	-2.3	-3.4	-1.9	11.5	1	0.7
O=C(NC1CCS(=O)(=O)C1)C1CCCN(S(=O)(=O)c2ccc(Cl)cc2)C1 (stereo not drawn)	0.8	0.9	1	10.6	-6.0	3.0	-3.4	3.1	1.1	0.9
COc1cnc(-c2ccccn2)nc1Sc1ccc(F)cc1	1.1	1.2	1	-20.0	-12.5	-3.1	-3.5	19.3	1	1.1
O=C(NCCCN1CCN(CCCNC(=O)c2cccc(Cl)c2)CC1)c1cccc(Cl)c1	1.1	1	1.1	2.5	-10.2	4.3	-5.6	-0.5	1.1	1
O=C(CSc1nc2c(c(=O)n1-c1ccccc1)SCC2)N1CCOCC1	0.9	0.9	1	13.1	2.8	-1.9	-0.6	-19.5	1	0.9
O=C(Cn1c(=O)oc2ccccc21)N(Cc1ccccc1)C1CCS(=O)(=O)C1 (stereo not drawn)	1	0.8	1.1	15.3	-14.4	-0.1	-8.0	-2.6	1.1	1
Cc1cccc(OCCCC(=O)Nc2ccc(N3CCCCC3)cc2)c1C	1	0.9	1.1	5.7	-11.5	-2.3	-6.4	1.9	1.1	1
CC(C)NC(=S)N1CCN(S(C)(=O)=O)CC1	0.8	0.9	1	10.7	-0.3	2.6	1.4	2.3	1	0.9
O=C(Nc1ccon1)c1ccc(S(=O)(=O)N2CCOCC2)cc1	1	1.3	1	-25.1	-8.7	-4.9	-4.2	6.0	1	1.1
CC(=O)NC1=NC(=O)/C(=C/N2CCOCC2)S1	0.9	0.9	1	7.9	-8.0	-3.8	-0.2	4.2	1.1	1
COc1ccccc1-c1nc(SC)n[nH]1	1	0.8	1	21.4	63.7*	-5.9	0.5	4.5	1	1
CCOC(=O)Nc1sc(=S)n(C)c1C	0.9	0.9	1	11.2	-5.8	-0.8	-3.4	12.7	1	0.9
COC(c1ccccc1)c1nnc(CCC(=O)NCCCc2ccccc2)o1 (stereo not drawn)	1	0.9	1.1	6.2	-10.3	-3.5	-6.4	11.9	1.1	1
COc1ccc(NC(=O)C(NC(=O)Cc2cccs2)c2ccc(C)cc2)cc1 (stereo not drawn)	0.9	0.9	1	6.7	8.1	-4.5	-2.4	-14.5	1.1	1
O=C(CCn1nnc(-c2cccs2)n1)N1CCc2ccccc2C1	1	1	1	-0.7	-5.4	1.6	-0.7	4.6	1	1
Cc1ccccc1NC(=O)Cc1nc(CSc2nnc(C3CCCCC3)n2N)cs1	1	0.9	1.1	13.8	-11.6	-1.2	-8.5	0.4	1	1
CCc1cccc(C)c1NC(=O)CSc1nnc(-c2cc3cc(Br)ccc3o2)n1CC	0.8	0.7	1	25.3	-8.8	-4.6	-4.2	-54.7	1	0.9
COc1ccc(/C=C(\NC(=O)c2ccccc2)C(=O)NCCC(=O)O)cc1	1	1	1.1	-3.1	-10.8	-5.0	-5.3	6.9	1.1	1.1
O=C(NCc1ccccc1Cl)C1CCN(S(=O)(=O)N2CCOCC2)CC1	1.1	0.9	1	5.7	-13.6	-0.8	-2.7	4.2	0.9	1.1
COc1ccc(CCNCC2C(Oc3ccc(Cl)cc3)C(=O)N2c2ccccc2C)cc1OC (stereo not drawn)	1.1	1	1	3.9	-3.4	-8.2	-3.1	7.6	1	1
CN1CCN(CCCNC(=O)Cn2nc(-c3ccccc3)ccc2=O)CC1	1	0.9	1	5.0	-5.0	-9.2	-3.1	5.9	1.1	1
CC(=O)c1c(OC(=O)c2ccccc2)c2ccccc2n1C	1	0.9	1	11.6	-7.7	0.6	0.7	-1.9	1	1
COc1cccc(/C=N/NC(=O)CN2C(=O)NC3NC(=O)NC32)c1 (stereo not drawn)	0.8	0.8	1	17.0	-1.9	-4.3	1.2	3.2	1	0.8
CN(C)S(=O)(=O)N1CCC(Cc2ccccc2)CC1	1	1	1	0.2	-7.3	2.3	-2.1	2.7	1	1
O=C(N/N=C/c1ccc(OC(F)F)cc1)c1cccc(S(=O)(=O)N2CCOCC2)c1	0.9	0.9	1	8.0	-2.1	1.4	0.6	-1.4	1	0.9
